TbPYK inhibitor = inhibitors of Trypanosoma brucei pyruvate kinase | Q57TT1 | TbPYK enzyme, Kinase-Glo Plus ATP luminescence, 45 min | Potency, µM (series often up to 76.8 µM), for the others: at the highest dose activity, negative = inhibition, hits mostly inhibitors | hit rate 0.12% among 410,000; active = well fitted inhibition curve with a large enough effect; note: nearly all actives have a fitted effect of over 50% in size
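Glycolytic pyruvate kinase of T. brucei was incubated with substrate, test compound and 130 uM ADP for 45 minutes at room temperature. Luminescent Kinase-Glo Plus signal was measured after 10 minutes.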
Active calls of the source: *; [ ] = dose if it differs, or a comment. % is set by controls: 0 for no effect and ±100 for the full control effect; potency is the fitted concentration of half-maximal effect. The list is partial. The share of hits here may be higher or lower than overall.

SMILES	TbPYK inhibitor
CCOC(=O)c1cc2c(=O)n3ccccc3nc2n(CC2CCCO2)c1=NC(=O)c1ccc(C)cc1 (stereo not given)	4%
CCCNC(=O)C1CCC(Cn2c(=O)c3sccc3n(CC(=O)N(CC)CC)c2=O)CC1 (stereo not given)	-4%
Cc1ccc(CNC(=O)c2c(O)nc3ccccn3c2=O)cc1	3%
COc1ccccc1Nc1nn2c(=O)c3ccc(C(=O)NC4CCC(C)CC4)cc3nc2s1 (stereo not given)	3%
CCc1ccc(CNC(=O)CCc2c(C)nn(-c3ccc(N4CCCC4)nn3)c2C)cc1	1%
Cc1ccc(OCC(=O)Nc2ccc3nc(SCC(=O)N4CCOCC4)sc3c2)cc1C	2%
CCc1ccccc1NC(=O)Cn1c(=O)n(Cc2ccco2)c(=O)c2ccccc21	1%
O=C(CCSCCc1ccccn1)Nc1ccc(Cl)cc1	-14%
Cc1ccccc1CSc1nc(-c2ccccc2)nc2c1Cc1c(CO)cnc(C)c1O2	2%
COc1ccc(-c2ccc(NS(=O)(=O)c3cccc(C)c3)cc2)nn1	-9%
CCN(c1ncnc2c1c(-c1ccccc1)cn2-c1ccccc1)C1CCCCC1	-3%
COc1ccc(Cn2c(C(=O)O)c(CNCc3ccc(SC)cc3)c3ccc(OC)cc32)cc1	-13%
Cc1cccc(NC(=O)Cn2c(C(F)(F)F)nc3ccccc32)c1C	1%
Cc1ccc(S(=O)(=O)N2CCC(N3CCN(Cc4ccccc4)C(=O)C3=O)CC2)cc1C	-3%
CCc1ccccc1NC(=O)c1cc(S(=O)(=O)N2CCCC2)cn1C	5%
CCOC(=O)c1c(-c2ccccc2)oc2ccc(NS(=O)(=O)c3ccc(C(C)C)cc3)cc12	3%
CCOc1ccc(NC(=O)Cn2c(=O)n(CCCC(=O)NCc3ccc4c(c3)OCO4)c(=O)c3ccccc32)cc1	5%
CN(C)S(=O)(=O)c1ccc2c(c1)N(CC(=O)NCc1ccc(F)cc1)C(=O)CS2	5%
COc1cc(CN(C(=O)COc2ccc(C)cc2)c2ccccn2)cc(OC)c1OC	-8%
CCCN1CCN(CCCNC(=O)c2cc3c(=O)n(CC)c4ccccc4c3s2)CC1	-2%

An excerpt of these results, with each value named:
> CCN(c1ncnc2c1c(-c1ccccc1)cn2-c1ccccc1)C1CCCCC1
  TbPYK inhibitor: -3%
> COc1ccc(Cn2c(C(=O)O)c(CNCc3ccc(SC)cc3)c3ccc(OC)cc32)cc1
  TbPYK inhibitor: -13%
> Cc1cccc(NC(=O)Cn2c(C(F)(F)F)nc3ccccc32)c1C
  TbPYK inhibitor: 1%
> Cc1ccc(S(=O)(=O)N2CCC(N3CCN(Cc4ccccc4)C(=O)C3=O)CC2)cc1C
  TbPYK inhibitor: -3%

New compounds follow.
SMILES	TbPYK inhibitor
CCn1c(=O)c2sccc2n2c(CCCC(=O)N3CCN(c4cccc(Cl)c4)CC3)nnc12	2%
COC(=O)c1c(NC(=O)COc2ccccc2Cl)sc2c1CCC(C(C)(C)C)C2 (stereo not given)	4%
COc1cc(NC(=O)Cn2ncc3c(=O)oc4ccccc4c32)cc(OC)c1OC	0%
Cc1cccc(Cc2c(C)nc3nc(SCC(=O)NCc4ccc(F)cc4)nn3c2C)c1	0%
O=C(O)c1ccc(-c2noc(-c3cccc(Cl)c3)n2)cc1	-7%
CCc1cccc(NC(=O)c2cnc(N3CCOCC3)c3ccccc23)c1	-1%
COCc1nc2ccccc2n1Cc1ccc(C(C)(C)C)cc1	0%
Nc1cc(=O)nc(SCC(=O)Nc2cccc(Cl)c2)n1CCc1ccccc1	3%
CC(C)C(=O)Nc1cccc(NC2=NS(=O)(=O)c3ccccc32)c1	-5%
CCOC(=O)c1ccccc1NC(=O)c1sc2nc(-c3ccc(F)cc3)cn2c1C	-13%
Cc1nc(N2CCCC2)c2c(C(=O)Nc3cccc(C)c3C)c(C)oc2n1	-6%
COc1ccc(Cl)cc1NC(=O)c1c(NCc2cccs2)sc2c1CCC(C)C2 (stereo not given)	-8%
Cc1cc(=O)n2nc(N3CCC(C(=O)Nc4c(C)cccc4C)CC3)sc2n1	-6%
COc1ccc(C)cc1NC(=O)Cn1cc(S(=O)(=O)N2CCC(C)CC2)c2ccccc2c1=O	2%
Cc1oc(-c2ccccc2F)nc1CSCC(=O)N1CCN(c2ccccc2)CC1	1%
CCOC(=O)c1c(C)[nH]c(C)c1S(=O)(=O)N1CCC(C(=O)N2CCN(c3ccc(F)cc3)CC2)CC1	-3%
COc1ccc(NC(=O)c2sc3nc4n(c(=O)c3c2C)CCC4)c(OC)c1	3%
COc1ccc(OC)c(CCNC(=O)c2cc3c(=O)n(C)c4ccccc4c3n2C)c1	-5%
COc1ccc(CCNC(=O)c2ccc3c(c2)N(Cc2ccccc2F)C(=O)c2ccccc2S3=O)cc1OC (stereo not given)	-8%
Cc1ccccc1-c1nc(CS(=O)(=O)CC(=O)NCc2cccc(Cl)c2)c(C)o1	4%
COC(=O)c1cc2oc(C)cc2n1Cc1ccccc1Cl	-4%
CC[C@@H]([C@H](C)O)n1ncn(-c2ccc(N3CCN(c4ccc(OCC5CO[C@@](Cn6cncn6)(c6ccc(F)cc6F)C5)cc4)CC3)cc2)c1=O (stereo not given in full)	17%
CCN(CCCNC(=O)Cn1ncc2c3ccccc3n(C)c2c1=O)c1cccc(C)c1	3%
CCOC(=O)c1c(NC(=O)c2ccc(S(=O)(=O)N3CCCC(C)C3)cc2)sc2c1CC(C)(C)NC2(C)C (stereo not given)	3%
Cc1ccc(-c2nc(CN3C(=O)CN=C(c4ccccc4)c4cc(Cl)ccc43)c(C)o2)cc1	7%
COc1ccc2c(c1)c1c(c(=O)n(-c3ccccc3C)c(=O)n1CC(=O)N1CCCC1)n2C	7%
O=C(CCNS(=O)(=O)c1ccc2c(c1)CCN2C(=O)C1CC1)N1CCN(c2cccc(Cl)c2)CC1	6%
COc1cc2oc(=O)c(CC(=O)N3CCCCC3)c(C)c2cc1Cl	2%
Cc1ccc2ncc(C(=O)NCc3ccccc3Cl)c(=O)n2c1	4%
Cc1ccc(-n2c(=O)c3c4c(sc3n(Cc3ccccc3F)c2=O)CCC4)cc1C	-3%
CCN(C(=O)CSc1nc2ccccc2n1Cc1ccc(C(=O)OC)cc1)c1ccccc1	0%
COc1ccc(Cl)cc1NC(=O)Cn1nnc2sc(-c3ccccc3)cc2c1=O	-8%
CC(=O)c1ccc(NC(=O)C2CCCN(S(=O)(=O)c3ccc(Br)s3)C2)cc1 (stereo not given)	0%
CCOc1ccccc1NC(=O)c1cc2c(=O)[nH]c3ccccc3c2s1	-7%
CCN(C(=O)CN1C(=O)COc2ccc(S(=O)(=O)N3CCOCC3)cc21)c1cccc(C)c1	-10%
COc1ccc(CCNC(=O)c2oc(=O)c3ccccc3c2-c2ccccc2)cc1OC	0%
CCCCNc1oc(-c2ccc(COc3ccc(OC)cc3)o2)nc1C#N	-4%
Cc1ccccc1-c1nc(CS(=O)(=O)CC(=O)Nc2cccc(C(F)(F)F)c2)c(C)o1	1%
COc1ccc(C(=O)c2oc3ccccc3c2NC(=O)c2cc(=O)c3ccc(C)cc3o2)cc1Cl	4%
CCOc1ccc(NC(=O)CSc2oc(-c3cccs3)nc2S(=O)(=O)c2ccc(Cl)cc2)cc1	-1%
Cc1noc(C)c1C(=O)N1CCC[C@@]2(CCN(c3ccccn3)C2)C1	0%
Cc1ccc(-n2c(=O)c3c4c(sc3n(Cc3cccc(Cl)c3)c2=O)CCC4)cc1C	5%
Cc1cc(C)cc(-n2c(SCC(=O)NCc3ccc(F)cc3)nc3c([nH]c4ccccc43)c2=O)c1	-1%
N#Cc1cccc(NC(=O)C2CCN(c3nc(-c4ccc(Cl)cc4)no3)CC2)c1	-7%
CC(C)NC(=O)N1CC2(CCN(C(=O)c3ccco3)CC2)C1	3%
CCOc1ccc(C(=O)Nc2cccc(C(=O)OCc3cc(=O)n4nc(C5CC5)sc4n3)c2)cc1	-2%
CCCN(CCC)CCNC(=O)c1cc(Sc2ccc(Cl)cc2)nc2ccccc12	0%
CCCCn1cc(S(=O)(=O)c2cc(C)ccc2C)c(=O)c2cc(F)c(F)cc21	2%
COc1ccc(C)cc1NC(=O)c1nnn(CC(=O)Nc2c(C)cccc2C)c1N	-3%
Cc1ccc(C2CC(=O)Nc3cc4c(cc32)OCCO4)cc1 (stereo not given)	6%

A run of entries taken from the entries so far:
SMILES	TbPYK inhibitor
Cc1ccc(-n2c(=O)c3c4c(sc3n(Cc3cccc(Cl)c3)c2=O)CCC4)cc1C	5%
Cc1cc(C)cc(-n2c(SCC(=O)NCc3ccc(F)cc3)nc3c([nH]c4ccccc43)c2=O)c1	-1%
N#Cc1cccc(NC(=O)C2CCN(c3nc(-c4ccc(Cl)cc4)no3)CC2)c1	-7%
CC(C)NC(=O)N1CC2(CCN(C(=O)c3ccco3)CC2)C1	3%
CCOc1ccc(C(=O)Nc2cccc(C(=O)OCc3cc(=O)n4nc(C5CC5)sc4n3)c2)cc1	-2%
CCCN(CCC)CCNC(=O)c1cc(Sc2ccc(Cl)cc2)nc2ccccc12	0%
CCCCn1cc(S(=O)(=O)c2cc(C)ccc2C)c(=O)c2cc(F)c(F)cc21	2%

More structures:
SMILES	TbPYK inhibitor
Cc1ccc(Cl)cc1-n1ncc2c(NC3CCCCC3)ncnc21	0%
COc1ccccc1CNC(=O)CCS(=O)(=O)c1ccc2c(c1)oc(=O)n2C	2%
CCOc1ccc(NC(=O)Cn2c(=O)n(CC(=O)NCCc3ccccc3)c(=O)c3sccc32)cc1	-2%
C=CS(=O)(=O)O	-7%
CCCNC(=O)c1ccc(-c2nc(CS(=O)(=O)c3ccc(C)cc3)c(C)o2)cc1	-1%
CCOc1ccccc1NC(=O)c1ccc(F)c(S(=O)(=O)N2CCN(c3ccc(F)cc3)CC2)c1	2%
CCc1ccc2oc(-c3ccc(NC(=O)c4cccc(Cl)c4Cl)cc3)nc2c1	2%
Cc1ccc(NS(=O)(=O)c2ccc3c(c2)N(C)C(=O)CC(=O)N3C)cc1Cl	-2%
Cc1ccc(Cl)cc1NC(=O)Cn1nc2c(cc1=O)CC(C)CC2 (stereo not given)	-5%
O=C(COc1ccc(F)cc1)Nc1ccc2nc(SCC(=O)N3CCCC3)sc2c1	-11%
CCOC(=O)N1CCc2c(sc3c2c(=O)n(CCc2ccccc2)c(=O)n3CC(=O)Nc2ccc(C)cc2)C1	1%
COc1ccc2nc(N(Cc3cccnc3)C(=O)COc3ccccc3)sc2c1	-4%
Cc1ccc(NC(=O)Nc2ccccc2OCc2cc(=O)n3ccccc3n2)c(Cl)c1	0%
COc1ccc2ncc3c(-c4ccc(C)c(C)c4)nn(CC(=O)NC4CCCC4)c3c2c1	-1%
CCOc1ccc(C(c2c(O)cc(C)n(Cc3ccco3)c2=O)N2CCN(C)CC2)cc1 (stereo not given)	-11%
CCCC(C(=O)Nc1cc(C)c(Cl)cc1OC)N1Cc2ccccc2C1=O (stereo not given)	4%
Cc1ccc(-c2noc(-c3ccc(N4CCC(C)CC4)c([N+](=O)[O-])c3)n2)cc1	-3%
CCOC(=O)c1ccc(N2C(=O)c3n[nH]c(-c4cccs4)c3C2c2ccc(C(C)(C)C)cc2)cc1 (stereo not given)	1%
CC(C)c1nn2c(=O)cc(COC(=O)c3ccc(NC(=O)c4ccccc4Cl)cc3)nc2s1	8%
Cc1ccc(-c2nc(-c3cc4cccc(OCc5cccc(F)c5)c4oc3=O)no2)cc1	1%
CCOc1ccc(C(c2c(O)cc(C)n(CCOC)c2=O)N2CCC(C)CC2)cc1 (stereo not given)	3%
COc1ccc(C(=O)Nc2ccc(-n3nncc3-c3ccc(OC)c(OC)c3)cc2)cc1	-10%
Cc1ccc(NC(=O)C2CCCN(S(=O)(=O)c3cccc4cccnc34)C2)c(Br)c1 (stereo not given)	2%[15.4 µM]
CC1CCC(C(=O)NC(C(=O)OCC(=O)c2ccc(Br)cc2)C(C)C)CC1 (stereo not given)	-4%
Cc1cc(C(F)(F)F)n2nc(-c3ccc(Br)cc3)cc2n1	-1%
CCN(CC)CCN(C(=O)c1ccco1)c1nc2ccc(F)cc2s1	-10%
COc1ccc(-n2ncc(C(=O)N3CCc4ccccc4C3)c2C2CCN(C(=O)OC(C)(C)C)CC2)cc1	-7%[15.4 µM]
CC(=O)Nc1ccc(NC(=O)c2csnn2)cc1	-16%
Cc1ccc(-c2onc(C)c2C)cc1S(=O)(=O)NC1CCC(C)CC1 (stereo not given)	2%
COc1ccc(-n2c(=O)c(C)nc3cncnc32)cc1	5%

Another view of part of the listing above.
COc1ccc(C(=O)Nc2ccc(-n3nncc3-c3ccc(OC)c(OC)c3)cc2)cc1
  TbPYK inhibitor: -10%
Cc1ccc(NC(=O)C2CCCN(S(=O)(=O)c3cccc4cccnc34)C2)c(Br)c1 (stereo not given)
  TbPYK inhibitor: 2%[15.4 µM]

New compounds follow
SMILES	TbPYK inhibitor
O=C(CCCCn1c(=O)c2ccccc2n(Cc2cccc(Cl)c2)c1=O)NCc1ccc2c(c1)OCO2	2%
Cc1cccc(CNC(=O)C2CCCN(S(=O)(=O)c3cn(C)cn3)C2)c1 (stereo not given)	-6%
COc1ccc(-c2nc3scc(CCNS(=O)(=O)c4cccs4)n3n2)cc1	0%
CCOC(=O)c1cnc2ccc(Cl)cc2c1Nc1ccc(N2CCOCC2)cc1	-4%
COc1ccc(-c2nn3c(=O)cc(CN4CCN(C(=O)COc5ccc(F)cc5)CC4)nc3s2)cc1	-3%
CN1C(=O)c2ccccc2Sc2ccc(NC(=O)N3CCN(c4ccccc4F)CC3)cc21	-3%
CCOC(=O)c1cnc2c(ccc3ccccc32)c1Nc1ccc(OCC)cc1	-8%
CN1C(=O)Cc2cc(S(=O)(=O)CCC(=O)Nc3ccc(OC(F)(F)F)cc3)ccc21	2%
CC(=O)c1ccc(NC(=O)CSc2nnc(NC(=O)NC3CCCCC3)s2)cc1	-4%
O=C(c1ccncc1)N1CCC[C@@]2(CCN(Cc3ccccc3)C2)C1	0%
COc1ccc(C2=Nn3c(nnc3-c3ccccc3OC)SC2)cc1OC1CCOC1 (stereo not given)	-5%

Screening data (PubChem)
